High-throughput results from PubChem BioAssay.
KCNK3 block: human KCNK3 channel inhibitors, primary screen, CHO cells, FluxOR thallium flux, B-score | hit rate 0.84% among 340,000 | Potassium channel subfamily K member 3 (Homo sapiens), O14649 | B-score at 10 µM | AID 602410, 2012 | FluxOR fluorescence; stronger effect = lower value;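 active = B-score under library mean minus 4 SD, starting fluorescence ratio at most library mean plus 5 SD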;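 also: more negative B-score means stronger inhibition of thallium flux through KCNK3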
MrgX1 allo act: positive allosteric modulators of MrgX1, primary screen, HEK293 cells, Fluo-4 calcium flux; FDSS; stronger effect = higher value; AID 588675, 2011; hit rate 0.63% among 310,000; Mas-related G-protein coupled receptor member X1 (Homo sapiens), Q96LB2; B-score at 10 µM;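 active = plate-corrected calcium response at least 3 library SD above typical, normal starting fluorescence, not activating the receptor alone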;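 also: compound read alongside a low EC10 to EC30 dose of BAM8-22 agonist; peak minus trough fluorescence over baseline measured at the second addition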
KCNQ1 inh: inhibitors of human KCNQ1 channel, primary screen, cell-based, thallium flux, high-throughput. hit rate 1.3% among 310,000. Potassium voltage-gated channel subfamily KQT member 1 (Homo sapiens), P51787. CHO-K1 KCNQ1, FluxOR thallium flux fluorescence; stronger effect = higher value. AID 2642, 2010. B-score at 10 µM;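 active = compounds whose thallium flux B-score, printed positive for inhibition, exceeds three library SD while starting fluorescence stays within three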;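 also: channel opened by potassium depolarization with thallium stimulus after 20 min compound exposure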
MrgX1 ag: agonists of human MrgX1 receptor, primary screen, HEK293 cells, Fluo-4 calcium flux; Mas-related G-protein coupled receptor member X1 (Homo sapiens), Q96LB2; Fluo-4 calcium fluorescence, agonist mode; stronger effect = higher value; B-score at 10 µM; hit rate 0.44% among 310,000;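 active = calcium response B-score plate-corrected fluorescence ratio at least 3 library SD, with starting fluorescence B-score inside 5 SD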
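Test system: HEK293 cells stably expressing human MrgX1 receptor; amount: 15,000 cells per well; doses: compound delivered in addition one of three; times: overnight plating before 1 h dye loading; detection: Fluo-4 NW calcium-flux fluorescence, kinetic read; read-out basis: B-scored fluorescence response ratio; controls: positive and negative controls per plate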
RGS4 pot: RGS4 potentiators or activators, primary screen, cell-based, HEK293 M3R inducible RGS4, calcium flux. carbachol calcium flux Fluo4; stronger effect = lower value. B-score at 10 µM. hit rate 0.92% among 310,000;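 active = B-score of the integrated calcium signal more than 4 SD below the library mean, with starting fluorescence not abnormally high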;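 also: negative B-score means reduced calcium response which marks RGS4 activation or potentiation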
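System: HEK293 FlpIn-TREx cells, stable M3R, doxycycline-inducible RGS4. Timing: overnight RGS4 induction, 30 min dye load 37 °C, 20 min compound RT. Also added: carbachol, ECmax concentration. Measured by: Fluo4 fluorescence kinetic imaging of calcium. Evaluation: integrated calcium ratio converted to B score.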
ANO1 block: TMEM16A chloride channel inhibitors, primary screen, cell-based, HTS; Anoctamin-1 (Mus musculus), Q8BHY3; hit rate 1.2% among 310,000; HEK293 TMEM16A/YFP iodide influx fluorescence, ionomycin; normalized B-score (activity score, 25-100; higher = stronger inhibition) at 10 µM;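 active = ratio plate-corrected score three or more library SD toward inhibition, starting fluorescence score within five deviations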;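 also: score derived from kinetic fluorescence span divided by baseline fluorescence per well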
KCNQ1 pot: potentiators or activators of KCNQ1 channel, primary screen, cell-based, thallium flux, high-throughput; AID 2648, 2010; B-score at 10 µM; CHO-K1 KCNQ1, thallium flux FluxOR fluorescence; stronger effect = higher value; Potassium voltage-gated channel subfamily KQT member 1 (Homo sapiens), P51787; hit rate 0.35% among 310,000;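 active = fluorescence ratio B-score, a plate-corrected score, at least three library SD, with initial intensity B-score within 5 SD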
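System: CHO-K1 cells stably expressing KCNQ1 / Medium: assay buffer for compound exposure, DMSO matched across wells / Reagent: thallium- and potassium-containing depolarizing buffer / Compound: one concentration, matched DMSO / Incubation: 20 min compound pretreatment at room temperature / Measured by: kinetic FluxOR fluorescence, 10 s baseline plus 110 s post-stimulus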
RGS4 block: RGS4 inhibitors, primary screen, cell-based, HEK293 M3R inducible RGS4, calcium flux. Regulator of G-protein signaling 4 (Homo sapiens), P49798. B-score at 10 µM. hit rate 0.45% among 310,000. Fluo-4 calcium flux; stronger effect = higher value; triggered by carbachol at its EC20. AID 463165, 2010;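 active = B-score, a plate-corrected calcium signal, over three deviations above library mean, with baseline fluorescence within five deviations of library mean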;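 also: RGS4 expression induced by doxycycline in cells with stable M3 receptor; B-score is computed from the integrated fluorescence ratio over baseline after carbachol; higher B-score means a larger calcium signal and so more RGS4 inhibition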
TMEM16A act: TMEM16A chloride channel activators or potentiators, primary screen, cell-based, HTS; B-score at 10 µM; AID 623877, 2012; HEK293 TMEM16A/YFP-H148Q/I152L, iodide quench fluorescence; stronger effect = lower value; hit rate 0.3% among 340,000; Anoctamin-1 (Mus musculus), Q8BHY3;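 active = fluorescence-ratio B-score plate-corrected deviation score at least 3 library SD below zero, with starting fluorescence score within 5 deviations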;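 also: channel opened by trigger with iodide after compound preincubation; score built on the fluorescence ratio of max minus min over baseline; more negative score means more quench and so TMEM16A activation or potentiation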
hERG protect: hERG rescue from dofetilide block, primary screen, cell-based, CHO-hERG, FluxOR thallium flux, dofetilide IC70; hit rate 0.51% among 310,000; dofetilide IC70 present; activation (rescue from dofetilide block), less the hit threshold, % at 10 µM;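 active = activation above the mean of controls blocked by dofetilide plus 5 SD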;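 also: thallium influx through hERG after potassium depolarization seen as dye fluorescence rise; in these data hits start at about 4.7%; inactives centre near -7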
Target sequence (Q12809 whole entry, looked up): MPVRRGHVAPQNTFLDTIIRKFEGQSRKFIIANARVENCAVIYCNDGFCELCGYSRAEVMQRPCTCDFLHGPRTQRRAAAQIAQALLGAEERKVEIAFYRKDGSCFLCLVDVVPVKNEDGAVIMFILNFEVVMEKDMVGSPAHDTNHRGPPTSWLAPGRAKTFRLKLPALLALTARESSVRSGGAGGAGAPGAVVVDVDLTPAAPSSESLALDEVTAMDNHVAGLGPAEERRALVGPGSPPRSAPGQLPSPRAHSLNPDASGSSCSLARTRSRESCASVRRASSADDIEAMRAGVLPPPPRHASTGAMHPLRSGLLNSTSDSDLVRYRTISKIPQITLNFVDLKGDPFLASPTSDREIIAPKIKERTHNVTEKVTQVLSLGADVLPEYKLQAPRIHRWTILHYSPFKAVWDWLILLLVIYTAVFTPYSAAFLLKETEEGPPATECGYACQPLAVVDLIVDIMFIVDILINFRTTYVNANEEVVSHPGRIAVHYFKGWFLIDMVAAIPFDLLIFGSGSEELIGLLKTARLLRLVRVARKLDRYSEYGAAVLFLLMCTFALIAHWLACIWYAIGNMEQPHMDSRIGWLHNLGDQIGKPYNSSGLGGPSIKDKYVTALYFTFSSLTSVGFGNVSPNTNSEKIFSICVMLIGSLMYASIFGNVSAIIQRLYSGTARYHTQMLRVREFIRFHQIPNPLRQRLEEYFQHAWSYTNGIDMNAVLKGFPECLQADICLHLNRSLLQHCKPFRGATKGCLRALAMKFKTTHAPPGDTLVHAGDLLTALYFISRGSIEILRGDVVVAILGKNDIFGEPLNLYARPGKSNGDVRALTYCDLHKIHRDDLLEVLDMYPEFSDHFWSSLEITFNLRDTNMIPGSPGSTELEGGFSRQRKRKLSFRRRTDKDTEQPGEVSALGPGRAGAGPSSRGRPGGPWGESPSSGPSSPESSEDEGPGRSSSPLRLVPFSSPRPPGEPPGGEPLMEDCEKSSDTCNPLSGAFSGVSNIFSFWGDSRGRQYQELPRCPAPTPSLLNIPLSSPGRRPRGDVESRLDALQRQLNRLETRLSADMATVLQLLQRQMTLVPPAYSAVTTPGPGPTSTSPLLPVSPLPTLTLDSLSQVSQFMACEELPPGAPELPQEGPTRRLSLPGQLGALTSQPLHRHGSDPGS
KCNK9 inh: KCNK9 potassium channel inhibitors, primary screen, HEK293 cells, thallium flux; Potassium channel subfamily K member 9 (Homo sapiens), Q9NPC2; hit rate 1.2% among 310,000; B-score at 10 µM; AID 488922, 2010; FluxOR thallium flux fluorescence; stronger effect = lower value;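 active = ratio B-score over 3 SD below the library mean, with starting fluorescence within 5 SD of its mean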;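 also: negative B-score means less thallium flux so channel inhibition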
* = called active by the depositor; i = inactive; . = no result given. The order is random; 6.3% or so of the library scored in one or more.

SMILES	KCNK3 block	MrgX1 allo act	KCNQ1 inh	MrgX1 ag	RGS4 pot	ANO1 block	KCNQ1 pot	RGS4 block	TMEM16A act	hERG protect	KCNK9 inh
COc1ccc(/C=C/C(=O)N2CCC(c3ccccc3)C2)cc1 (stereo not drawn)	i	i	i	i	i	i	i	i	i	-11	i
CCc1ccc(S(=O)(=O)Nc2nccs2)cc1	i	i	i	i	i	i	i	i	i	-10	i
CSc1cccc(NC(=O)COc2ccccc2C)c1	i	i	i	i	i	i	i	i	i	-10	i
CCOC(=O)CNC1CC(=O)N(c2cccc(Cl)c2)C1=O (stereo not drawn)	i	i	i	i	i	i	i	i	i	5.3*	i
Cc1ccc(S(=O)(=O)NCC(=O)N2CCN(c3ccccn3)CC2)cc1	i	i	i	i	i	i	i	i	i	-4	i
CCC(C)c1ccccc1NS(=O)(=O)c1cnn(CC)c1 (stereo not drawn)	i	i	i	i	i	i	i	i	i	-12	i
Cc1csc(NC(=O)C(NS(=O)(=O)c2ccc(Br)s2)c2ccccc2)n1 (stereo not drawn)	i	i	i	i	i	i	i	i	i	-2	i
CC1=C(C)CC(C(=O)NCc2c(F)cccc2Cl)C(C(=O)O)C1 (stereo not drawn)	i	i	i	i	i	i	i	i	i	-1	i
Cc1cccc(NC(=O)Nc2ccc(Oc3c(F)c(F)c(F)c(F)c3F)cc2)c1	i	i	i	i	i	i	i	i	i	-8	i
Cc1cccc(C(=O)O/N=C2\CCCc3ccccc32)c1	i	i	i	i	i	i	i	i	i	-9	i
O=C(NCc1ccco1)/C(=C\c1cccs1)NC(=O)c1ccsc1	i	i	i	i	i	i	i	i	i	-7	i
COc1cc2nc(C3CCC3)n(NC(=O)C3CCCC(OC)C3)c(=O)c2cc1OC (stereo not drawn)	i	i	i	i	i	i	i	i	i	-10	i
N#Cc1c(-c2ccccc2)cc(-c2ccccc2)[nH]c1=O	i	i	i	i	i	i	i	i	i	1	i
Cc1c(C)n(C)c2ccc(C(=O)NCCCN3CCN(c4ccccc4F)CC3)cc12	i	i	i	i	i	i	i	i	i	-21	i
COc1ccc(NC(=O)CCSc2cc(C)c3ccccc3n2)cc1	i	i	i	i	i	i	i	i	i	-10	i
COCCn1c(C)cc(C(=O)CSc2nc(C)nc3sc4c(c23)CCC4)c1C	i	i	i	i	i	i	i	i	i	-7	i
Cc1c(C(=O)N2CCN(c3ncccn3)CC2)sc2nc3n(c(=O)c12)CCCC3	i	i	i	i	i	i	i	i	i	-2	i
CC(C)N1CCN(c2ccncc2S(=O)(=O)N2CCOCC2)CC1	i	i	i	i	i	i	i	i	i	-11	i
O=C(NCCCN1CCOCC1)C(=O)NCC1OCCN1S(=O)(=O)c1ccc(F)cc1 (stereo not drawn)	i	i	i	i	i	i	i	i	i	-5	i
Cc1nc(S/C(=C/c2ccc(-c3ccc(C(=O)O)cc3)o2)C(=O)O)n[nH]1	i	i	i	i	i	i	i	i	i	-11	i
COC(=O)CCSCC(=O)Nc1ccc(S(=O)(=O)N2CCOCC2)cc1OC	i	i	i	i	i	i	i	i	i	-15	i
Cc1cc(Cl)ccc1OCCCC(=O)N1CCN(C)CC1	i	i	i	i	i	i	i	i	i	-2	i
CC(C)OC(=O)C1CC(C)(O)C(=O)C(C(=O)OC(C)C)C1c1ccc([N+](=O)[O-])cc1 (stereo not drawn)	i	i	i	i	i	i	i	i	i	-7	i
COc1ccc(C)cc1S(=O)(=O)N1CCCC(C(=O)NCC2CCCO2)C1 (stereo not drawn)	i	i	i	i	i	i	i	i	i	0	i
Cc1ccccc1NC(=O)c1ccc(-n2cncn2)nc1	i	i	i	i	i	i	i	i	i	-11	i
O=C(CCc1nnc(-c2ccccc2)o1)c1ccc(Cl)cc1	i	i	i	i	i	i	i	i	i	-7	i
c1ccc(Cn2c(Sc3nnnn3-c3ccccc3)nnc2-c2ccccc2)cc1	i	i	i	i	i	i	i	i	i	0	i
O=C1/C(=C\c2ccsc2)N2CCC1CC2	i	i	i	i	i	i	i	i	i	-15	i
O=C(NNC(=O)c1ccc[nH]1)Nc1cccc(C(F)(F)F)c1	i	i	i	i	i	i	i	i	i	-6	i
COc1ccc(CNC(=S)Nc2ccc3nc(N4CCN(C)CC4)cc(C)c3c2)cc1	i	i	i	i	i	i	i	i	i	-10	i
O=C(NCc1nc2ccccc2[nH]1)C1=C[C@@H](c2ccccc2)C[C@@H](OCCCCO)O1	i	i	i	i	i	i	i	i	i	-6	i
Cc1cc(C)cc(C(=O)NC(CC(N)=O)c2ccc(NCCN3CCCC3)c([N+](=O)[O-])c2)c1 (stereo not drawn)	i	i	i	i	i	i	i	i	i	-7	i
O=C(CCS(=O)(=O)c1ccc(Cl)cc1)NCCC1=CCCCC1	i	i	i	i	i	i	i	i	i	-1	i
CC(=O)Nc1ccccc1OCC(=O)NCCc1ccc(Cl)cc1Cl	i	i	i	i	i	i	i	i	i	-7	i
O=C(Cn1nc(Cl)nc1Cl)Nc1ccccc1	i	i	i	i	i	i	i	i	i	-4	i
CN1C(=O)/C(=C\c2cccc(OCc3ccccc3)c2)SC1=S	i	.	i	.	i	.	i	i	i	-9	i
O=S(=O)(NCC(c1cccnc1)N1CCN(c2ccc(F)cc2)CC1)c1ccc(F)cc1 (stereo not drawn)	i	i	i	i	i	i	i	i	i	-8	i
COc1ccc(NC(=O)Cn2c(NCC(C)O)nc3ccccc32)cc1Cl (stereo not drawn)	i	i	i	i	i	i	i	i	i	-8	i
CCN(CC1CCCO1)C(=O)c1cc(COc2ccc(OC)cc2Cl)on1 (stereo not drawn)	i	i	i	i	i	i	i	i	i	-10	i
Cc1ccc(C(=O)Nc2ccc3c(c2)OCO3)cc1NC(=O)c1ccco1	i	i	i	i	i	i	i	i	i	-10	i
Cc1ccc2nc(SCn3nnc4ccccc4c3=O)[nH]c2c1	i	i	i	i	i	i	i	i	i	-5	i
C=CCC(C#Cc1ccc(C)cc1)N(CC)CC (stereo not drawn)	i	i	i	i	i	i	i	i	i	-8	i
O=C(Cn1nnc(-c2cccs2)n1)NCc1ccco1	i	i	i	i	i	i	i	i	i	-15	i
CCCCNC(C(=O)Nc1cccc(S(=O)(=O)N2CCOCC2)c1)c1ccccc1 (stereo not drawn)	i	i	i	i	i	i	i	i	i	-7	i
COc1ccc(CCNc2oc(COc3ccc(Br)cc3)nc2C#N)cc1OC	-12*	i	i	i	-7.5*	100*	i	i	i	-20	-8.1*
Cc1ccc(N2CC(C(=O)Nc3ccc4c(c3)OCCO4)CC2=O)cc1 (stereo not drawn)	i	i	i	i	i	i	i	i	i	-7	i
COc1ccc(CC(=O)N2CC3(C)CC2CC(C)(C)C3)cc1OC (stereo not drawn)	i	i	i	i	i	i	i	i	i	-12	i
O=C(NC1CCCCC1)C(c1ccncc1)N(Cc1ccc(F)cc1)C(=O)c1ccccn1 (stereo not drawn)	i	i	i	i	i	i	i	i	i	-8	i
COC1=CC(=Cc2c(N)n3nc(CC(=O)N4CCOCC4)sc3nc2=O)C=C(OC)C1=O	i	i	i	i	i	i	i	i	i	-6	i
Cc1nc2c(C(=O)N3CCOCC3)cnn2c(C)c1Cc1cccc(Cl)c1	.	i	i	i	i	i	i	i	.	-5	i

Remaining list, next part
SMILES	KCNK3 block	MrgX1 allo act	KCNQ1 inh	MrgX1 ag	RGS4 pot	ANO1 block	KCNQ1 pot	RGS4 block	TMEM16A act	hERG protect	KCNK9 inh
CCCn1c(=O)c(C(=O)Nc2ccccc2C(=O)OC)c(O)c2ccccc21	-9.6*	i	i	i	i	i	i	i	i	-3	i
O=C(O)CCN1C(=O)c2ccc(Oc3ccc4c(c3)C(=O)N(CCC(=O)O)C4=O)cc2C1=O	i	i	i	i	i	i	i	i	i	-6	i
CCN1C(=O)/C(=C\c2ccc(F)cc2)N=C1SCC(=O)NCc1ccco1	i	i	i	i	i	i	i	i	i	-9	i
Cc1cccc(NC(=O)COc2ccccc2C)n1	i	i	i	i	i	i	i	i	i	-10	i
Cc1cc(C)c(C#N)c(SCC(=O)Nc2nnc(-c3ccccc3)s2)n1	i	i	i	i	i	i	i	i	i	-10	i
COc1cccc(NC(=O)C2CCCN2S(=O)(=O)c2ccc3c(c2)C(C)(C)C(=O)N3C)c1 (stereo not drawn)	i	i	i	i	i	i	i	i	i	-7	i
CC(=O)Nc1nccc(-c2cc(-c3ccccc3)no2)n1	.	i	i	i	i	i	i	i	.	-6	i
CCCCn1c(N)c(N(CCOC)C(=O)CSCc2ccccc2C)c(=O)[nH]c1=O	i	i	i	i	i	i	i	i	i	-11	i
COc1ccc2ccccc2c1/C=N\NC(=O)c1ccc(C)s1	i	i	i	i	i	i	i	i	i	-19	i
O=C(C1CCC(=O)N1Cc1ccccc1Cl)N1CCN(c2ccc(F)cc2)CC1 (stereo not drawn)	i	i	i	i	i	i	i	i	i	-9	i
O=C(c1cnccn1)N(Cc1ccco1)C1(C(=O)NC2CCCC2)CCCCC1	i	i	i	i	i	i	i	i	i	-6	i
C=CCc1cc(Cl)ccc1OCCNCCOC	i	i	i	i	i	i	i	i	i	-6	i
O=C(Nc1cccc(Cl)c1)c1cnc[nH]1	i	i	i	i	i	i	i	i	.	-7	i
